Bioassay records deposited in PubChem by National Center for Advancing Translational Sciences (NCATS).
D1 antag: human D1 dopamine receptor antagonism; P21728; AID 504652; activity change, negative = inhibition, % at 10 µM; HEK293 TREx D1 cells, calcium flux, dopamine EC80; stronger effect = lower value; hit rate 3.2% among 360,000; in the data active = activity change below about -30%; note: % is set by controls: 0 for no effect and ±100 for the full control effect
Target sequence (P21728 whole entry, looked up): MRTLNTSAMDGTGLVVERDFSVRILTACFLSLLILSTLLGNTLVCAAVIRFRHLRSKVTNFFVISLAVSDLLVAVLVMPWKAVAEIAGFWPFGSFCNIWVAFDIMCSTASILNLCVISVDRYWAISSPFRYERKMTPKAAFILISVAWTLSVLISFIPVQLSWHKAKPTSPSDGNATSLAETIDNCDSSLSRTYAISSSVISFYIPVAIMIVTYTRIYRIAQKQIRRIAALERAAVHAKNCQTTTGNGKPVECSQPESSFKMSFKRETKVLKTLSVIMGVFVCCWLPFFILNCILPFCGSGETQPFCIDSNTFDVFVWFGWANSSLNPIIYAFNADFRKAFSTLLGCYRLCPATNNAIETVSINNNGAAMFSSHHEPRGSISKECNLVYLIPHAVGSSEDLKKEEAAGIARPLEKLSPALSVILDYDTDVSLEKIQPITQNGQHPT
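HEK293 T-REx cells expressing inducible, force-coupled D1 receptor; no-wash Ca dye, 30–90 min RT. Cmpd → 180 s read at 1 Hz → EC80 DA → 180 s read.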
Vif-A3G inh: inhibitors of Vif-APOBEC3G interaction; Q9HC16; HeLa A3G-eYFP + Vif (tagged APOBEC3G with the HIV-1 protein that degrades it), YFP fluorescence, overnight; Potency, µM (titrated, usually from 46.1 µM), inactives show at the highest dose activity, negative = active, most hits filed as inhibitors; hit rate 0.076% among 410,000;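 note: potency is the fitted concentration of half-maximal effect; % is set by controls: 0 for no effect and ±100 for the full control effect; nearly all actives have a fitted effect of over 60% in size; hits raise eYFP signal because A3G escapes Vif-driven loss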
Target sequence (Q9HC16 whole entry, looked up): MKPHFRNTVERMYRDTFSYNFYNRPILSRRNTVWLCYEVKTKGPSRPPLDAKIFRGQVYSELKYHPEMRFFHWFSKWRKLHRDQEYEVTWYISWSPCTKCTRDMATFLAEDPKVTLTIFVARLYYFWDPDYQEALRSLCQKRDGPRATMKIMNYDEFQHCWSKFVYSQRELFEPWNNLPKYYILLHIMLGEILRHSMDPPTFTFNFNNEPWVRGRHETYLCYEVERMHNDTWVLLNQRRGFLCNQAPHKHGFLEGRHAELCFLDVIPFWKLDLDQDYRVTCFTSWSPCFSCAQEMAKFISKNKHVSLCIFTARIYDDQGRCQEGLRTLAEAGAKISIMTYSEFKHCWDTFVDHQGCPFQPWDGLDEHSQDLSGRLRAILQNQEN
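Read-out is eYFP fluorescence (Ex 488/Em 500-530) from Vif-expressing HeLa A3G-eYFP cells; more signal means A3G escaped Vif-mediated degradation. Cells plated overnight, compound pinned in, incubated overnight at 37 deg C.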
LDHA block: LDHA (human) enzyme inhibition | hit rate 0.15% among 480,000 | activity change, % (values are at about 110 or 230 µM) | purified LDHA, NADH/diaphorase-resazurin fluorescence; stronger effect = lower value; in the data active = activity change below about -30%; inconclusive = mostly about -25% to -30%;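 note: plate controls were DMSO wells for no effect and wells without enzyme for full effect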
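Human LDH5 (2 nM) was incubated with 0.06 mM NADH and 0.2 mM pyruvate for 5 min at room temperature in Tris pH 7.4. Remaining NADH was coupled through diaphorase/resazurin, and resorufin fluorescence was read at 0 and 20 min.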
D1 potentiator: enhances dopamine response at the human D1 receptor; hit rate 0.036% among 360,000; HEK293 TREx D1 cells, calcium flux, dopamine EC20 potentiation; P21728; potentiation, % at 10 µM; in the data active = potentiation above about 30%; note: 0% is about no effect
RXFP1 agonist: RXFP1 (human) receptor agonism; HEK293T-RXFP1 cAMP TR-FRET, 30 min; response scale: percent of porcine relaxin response, buffer zero; Potency, µM (titrated, usually from 57.5 µM), for inactives: at the top dose activation, most hits filed as activators; hit rate 0.3% among 370,000; note: potency is the fitted concentration of half-maximal effect; % is set by controls: 0 for no effect and ±100 for the full control effect; nearly all actives have a fitted effect of over 60% in size; many of its hits are not listed in these tables
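HEK293T cells stably expressing RXFP1 were pretreated with the PDE4 inhibitor Ro 20174, exposed to compounds for 30 min at 37C, lysed, and cAMP was read by TR-FRET. Data normalized to buffer (basal) and 29 nM porcine relaxin (100%).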
D2 potentiator: D2 dopamine receptor (human) potentiation; P14416; HEK293 T-REx D2, calcium flux, EC20 dopamine potentiation; potentiation, % at 10 µM; hit rate 0.34% among 340,000;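 active = potentiation over 3 SD above the plate norm, cut at about 30% in these data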; note: 0% is about no effect
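Potentiation of an EC20 dopamine calcium response is measured in a force-coupled, tetracycline-inducible Hek293 Trex D2 line. Compound-only kinetic reads over 180 s flag agonists before dopamine addition.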
D1 agonist: activates the human D1 dopamine receptor; AID 504660; HEK293 T-REx D1 cells, calcium flux, agonist mode; hit rate 1% among 360,000; activation, % at 2 µM; P21728; in the data active = activation above about 30%; note: 0% is about no effect
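Agonism was scored from calcium flux recorded over 180 s (1 read/s) after pintool compound addition, following a 10-cycle baseline. Cells were inducible force-coupled HEK293 TREx D1, plated overnight at 30 C and loaded with no-wash calcium dye.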
Vif-APOBEC3F blk: inhibitors of Vif-A3F interaction | hit rate 0.2% among 390,000 | HeLa A3F-eYFP + Vif (tagged APOBEC3F with the HIV-1 protein that degrades it), YFP fluorescence increase | Potency, µM (series often up to 46.1 µM), without a hit: at the top dose activity, negative = active | AID 602313; note: potency is the fitted concentration of half-maximal effect; % of control where 0% means no effect; nearly all actives have a fitted effect of over 65% in size
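HeLa cells stably expressing Vif plus C-terminally eYFP-tagged A3F were seeded, incubated overnight at 37 deg C, dosed with compound, incubated overnight again at 37 deg C. Yellow fluorescence (Ex 488/Em 500-530) reported blocked Vif-mediated A3F-eYFP degradation.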
GRP78 ERSR act: ER stress response induction in glioma; U87-MG GRP78 promoter luciferase reporter, 16 h; Potency, µM, for the others: top-dose activation, most hits filed as activators; hit rate 0.02% among 420,000; AID 602332; note: potency is the fitted concentration of half-maximal effect; series mostly up to about 76 µM; % of control where 0% means no effect; nearly all actives have a fitted effect of over 35% in size
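ERSR induction read as luciferase luminescence (Bright-Glo, 10 min at room temperature) in stably transfected human U87-MG glioma cells exposed to compounds for 16 h, using GRP78 as sensor.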
The depositor's hits bear a star; u = inconclusive; x = no result given; & = joins results of further samples. Unless noted, calls come from the whole dose curve; as a rule, active = well fitted curve in the direction sought with a large enough effect; inconclusive = small, poorly fitted or top-dose-only effect, or another doubt; inactive = no such curve, though single readings can be large; an effect the other way counts as inactive or inconclusive. Some of the compounds tested. The share of hits here may be higher or lower than overall.

smiles	D1 antag	Vif-A3G inh	LDHA block	D1 potentiator	RXFP1 agonist	D2 potentiator	D1 agonist	Vif-APOBEC3F blk	GRP78 ERSR act
CCCn1c(N)c(C(=O)CSc2nc(N)cc(=O)[nH]2)c(=O)n(C)c1=O	-1	-8%	-10	13	1.9%	-2	2	-11%	-3%
O=C(Nc1nnc(C2CC2)s1)c1cc2c(s1)CCCCCC2	-23	x	x	-7	-0.7%	-2	3	x	x
CC(C)(C)c1cc(C(=O)NNC(=O)Nc2cccc(Cl)c2)n(Cc2ccccc2)n1	-2	1%	0	-8	0.5%	-14	4	5%	-2%
CC1CCN(S(=O)(=O)c2cn(CC(=O)Nc3cccc(C(F)(F)F)c3)c(=O)c3ccccc23)CC1	-4	-5%	0	0	3.9%	3	6	-4%	4%
COc1cccc(C(=O)NCC2CCCN(C3CCCCC3)C2)c1OC (stereo not given)	10	0%	1	1	3.5%	-17	2	-4%	-3%
COc1ccccc1C(=O)Nc1ccccn1	2	-1%	-9	-2	-0.1%	3	0	-5%	4%
C[C@H](CO)N1C[C@H](C)[C@H](CN(C)C(=O)Nc2ccc3c(c2)OCO3)Oc2ncc(Br)cc2C1=O	x	-2%	4	x	x	x	x	-13%	-1%
CC(=O)NNc1nc2ccccc2s1	x	1%	0	x	-0.3%	x	x	0%	-6%
O=c1[nH]c(=S)[nH]nc1Cc1ccccc1	5	1%	-3	16	0.2%	-6	0	1%	-3%
CCC(=O)c1cc(-c2nc3ccccc3n2C)n(C)c1	-12	-2%	-10	-2	0.7%	3	0	3%	8%
O=C(c1cnccn1)N1CCN(C/C=C/c2ccccc2)CC1	-6	2%	-4	0	1.6%	1	3	-8%	-4%
CCOC(=O)CNc1nc(-c2ccncc2)nc2ccccc12	21	3%	-4	-5	1.6%	25	1	5%	-5%
Cc1nc(SCC(=O)N2CCC(C(N)=O)CC2)n[nH]1	26	3%	-5	0	2.5%	11	3	-2%	-6%
CCNc1nc(Oc2ccc(=O)[nH]n2)nc(N2CCOCC2)n1	3	1%	-7	1	3.7%	-2	2	0%	-4%
Cc1ccc(NC(=O)CCC(=O)NNC(=O)c2ccco2)c(C)c1	11	3%	1	-2	1.7%	9	0	-2%	-3%
CC1C(=O)N(Cc2ccccc2F)c2ccccc2N1C(=O)c1c(F)cccc1F (stereo not given)	-8	3%	-4	-4	-1.0%	-8	6	11%	-5%
O=C(CN1CCN(c2cccc(Cl)c2)CC1)N1CCCC1	-5	-7%	3	-8	1.8%	25	0	5%	0%
CC(=O)N1CCc2cc(CNC(=O)c3ccccc3Br)ccc21	3	1%	0	-4	0.8%	0	0	3%	-1%
O=C(c1ccccc1)N1CCN(c2ccc([N+](=O)[O-])c(NCc3cccnc3)c2)CC1	-3	-10%	-5	-3	0.9%	-5	3	-1%	-4%
O=C(Nc1ccc(F)cc1)N1CCN(c2ccc(F)cc2)CC1	-4	-1%	-8	-2	-0.4%	5	6	16%	-2%
COc1cc(C(=O)Nc2cc(S(C)(=O)=O)ccc2Cl)ccc1OCC(=O)N1CCOCC1	-13	-1%	-9	-6	0.5%	-6	1	0%	-1%
C=CCSc1n[nH]c(-c2cccs2)n1	-6	-1%	-12	-1	0.4%	-8	2	3%	-4%
CC(C)c1nnc(NC(=O)c2sc3ccccc3c2Cl)s1	-3	3%	-4	2	4.4%	19	2	4%	-3%
COc1ccc(C(=O)Nc2nc(C)c(C(C)=O)s2)cc1S(=O)(=O)N1CCOCC1	5	-2%	-4	2	18%	-11	1	10%	-6%
CCOC(=O)c1c(S(=O)(=O)NCC(=O)Nc2ccc(F)cc2F)c(C)n(C)c1C	2	2%	0	-5	0.3%	19	1	-11%	-5%
CC(C)(C)c1ccc(C(=O)NCc2nnc(SCC(=O)N3CCCc4ccccc43)n2-c2ccccc2)cc1	6	-1%	4	-5	0.5%	11	3	-13%	-1%
Cc1ccc(/C=N/NC(=O)c2ccc(-n3cccc3)cc2)o1	-6	-10%	-5	-4	-0.2%	-13	3	-7%	-3%
COC(=O)CNC(=O)c1ccc(C)s1	-1	1%	-2	1	0.3%	-3	2	-8%	-1%
Cc1cc(C)cc(C(=O)NCC(=O)OCC(=O)N2c3ccccc3NC(=O)C2(C)C)c1	-6	-6%	-4	-5	-1.4%	-11	0	-4%	-5%
CCOC(=O)c1sc2ncn(CC(=O)N(CC)CC)c(=O)c2c1C	2	2%	1	-4	-1.4%	-3	10	-3%	-2%
NC(=O)CN1CCOCCN(CC(N)=O)CCOCC1	-18	2%	0	-3	0.3%	-1	0	-11%	-4%
CCOP(=O)(c1ccccc1)C(O)c1ccccc1 (stereo not given)	9	-9%	0	-1	0.1%	3	1	-3%	-6%
Cc1cc(OCCn2cc(C(=O)c3ccco3)c3ccccc32)ccc1Cl	-11	2%	-1	-7	3.8%	x	5	-14%	-2%
O=C(NC(=O)c1cc([N+](=O)[O-])ccc1Cl)C1=C(N2CCCC2)COC1=O	x	0%	-9	x	x	x	x	2%	-3%
Cn1c(=O)c2c(ncn2CC(=O)N2CCCCCC2)n(C)c1=O	6	1%	-5	-2	9.6%	-3	2	-5%	-6%
O=C(c1ccc(Oc2ccc(C(F)(F)F)cn2)cc1)N1CCN(c2ccccc2)CC1	x	3%	-1	x	-0.6%	x	x	-1%	5%
O=C(Nc1ccnn1C1CCN(CC2CC=CCC2)CC1)c1ccccc1 (stereo not given)	-9	1%	1	1	1.0%	7	5	-27%	-4%
O=C(N/N=C\C=C\c1ccco1)c1cc(-c2ccc3ccccc3c2)n[nH]1	-7	-4%	0	-5	0.2%	11	5	-25%	5%
Cc1ccc(NC(=O)Cc2n[nH]c(=S)n2C)cc1	20	0%	-1	3	0.2%	3	3	9%	0%
Cc1nc(SCc2ccc(C(=O)O)cc2)c2c(C)c(C)sc2n1	-1	-1%	-15	-5	0.4%	0	1	3%	3%
CC(C)(CNS(=O)(=O)c1cccs1)N1CCOCC1	x	3%	-9	x	x	x	x	4%	-1%
Cc1nc2ccccc2c(=O)n1C1CCCCCC1	3	-2%	-5	3	1.6%	4	-1	3%	-6%
Cc1cc(NC(=O)COC(=O)CCn2c(C)csc2=O)c([N+](=O)[O-])cc1C	x	-4%	-9	x	x	x	x	1%	-2%
O=C(CCc1ccccc1)NCCC1=CCCCC1	-33*	-6%	-2	14	-0.4%	2	2	10%	3%
Cn1c(SCC(=O)Nc2ccc3c(c2)oc2ccccc23)nnc1-c1ccccc1	-7	-7%&-6%	-8&-5	0	1.3%	-2	3	3%	-4%&3%
O=C(O)c1ccccc1N/N=C/C1=C(N2CCOCC2)C(=C\c2ccccc2)/CC1	-30*	0%	4	-5	0.9%	-9	24	-2%	2%
CC1CCN(CC(=O)N2c3ccccc3CCc3ccccc32)CC1	-1	-3%	-2	-2	0.9%	-10	0	7%	-6%
Cc1ccc(-c2nc3c(c(=O)[nH]c(=O)n3Cc3ccccc3)n2Cc2ccccc2)o1	15	-3%	-2	14	-0.6%	-1	3	u	-6%
O=C1C=C(NCCOC23CC4CC(CC(C4)C2)C3)C2(CCCCC2)O1	-8	-2%	-3	-8	3.4%	0	0	11%	-2%
COc1ccccc1Oc1c(C)oc2c(CN3CCOCC3)c(O)ccc2c1=O	5	2%	0	-2	20%	1	2	0%	-1%
OC(COc1ccc(Br)cc1)CN1CCC(Cc2ccccc2)CC1 (stereo not given)	-43*	2%	-1	-11	1.9%	-19	18	-11%	-1%
O=C(CCC(=O)OCC(=O)c1ccc([N+](=O)[O-])cc1)Nc1ccccc1Cl	1	-5%	1	-2	0.3%	-11	0	-10%	-1%
CCC(C)NC(=O)C1(C)CCC(=O)N1Cc1ccccc1OC (stereo not given)	7	-1%	8	-1	0.5%	-8	2	0%	-3%
O=C(O)C1Nc2c(cccc2C(F)(F)F)C2C=CCC12 (stereo not given)	5	x	x	3	-0.7%	-2	4	x	x
OCCN1CCN(c2nc(NCc3ccco3)c3ccccc3n2)CC1	-5	-1%	-10	-6	2.0%	-25	3	6%	-4%
COc1ccc(CN2CCc3nc(SCC(=O)Nc4cc(C)cc(C)c4)[nH]c(=O)c3C2)cc1	3	u	-2	0	u	-14	3	-4%	-2%

Look-ups from above:
O=C(CCC(=O)OCC(=O)c1ccc([N+](=O)[O-])cc1)Nc1ccccc1Cl | D1 potentiator: -2
O=C(O)C1Nc2c(cccc2C(F)(F)F)C2C=CCC12 (stereo not given) | D1 potentiator: 3
